# Screening results deposited in PubChem BioAssay by several laboratories.
# TCR CD3 inh: blocks the human TCR-CD3 interaction. 360,000 tested, 0.37% active. TAMRA-labeled TCR probe fluorescence, biochemical. inhibition, % at 9.4 µM; in the data active = inhibition above about 19%;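 also: recombinant mutant TCR 2C K166C tagged with TAMRA read by polarization; 0% = receptor in buffer alone and 100% = receptor with positive control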
# PRMT1 inh: PRMT1 (human) inhibition, primary screen | 370,000 tested, 1.3% active | inhibition, % at 2.79 µM | recombinant PRMT1, activity-based probe fluorescence polarization;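 active = inhibition above about 21% made by adding two undisclosed values, limit read from the data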
# HTRA1 inhibitor: HTRA1 (human) protease inhibition; inhibition, % at 5.96 µM; 340,000 tested, 0.5% active; recombinant HTRA1, FP-rhodamine activity-based probe, fluorescence polarization; Q92743; in the data active = inhibition above about 36%;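 also: 0% = enzyme with DMSO and 100% = wells lacking enzyme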
# rCAG binder: binds r(CAG) RNA repeats; inhibition, % at 3 µM; r(CAG) RNA repeat, TO-PRO-1 dye displacement fluorescence; 370,000 tested, 1.3% active; AID 651821;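 active = inhibition above the plate cutoff, the mean of all test compounds on that plate plus 3 SD, cut at about 35% in these data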;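 also: 0% = DMSO alone and 100% = 100 µM mitoxantrone as full dye displacement; higher means more dye released from RNA so lower well fluorescence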
# LEDGF integ inh: blocks HIV-1 LEDGF/p75-dependent DNA integration | TR-FRET IN-LEDGF/p75 DNA integration, Eu/Cy5 | inhibition, % at 3.7 µM | 370,000 tested, 0.64% active;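 active = inhibition above the screen-wide mean plus 3 SD, cut at about 13% in these data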;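 also: signal is the Cy5 over europium emission ratio at 671 and 618 nm; 0% = plate median of compound wells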
# MBD2 DNA inh: inhibitors of human MBD2 binding to methylated oligonucleotide | AID 686964 | TR-FRET | 370,000 tested, 0.31% active | inhibition, % at 4.4 µM | Q9UBB5; in the data active = inhibition above about 13%
# PG9 Ab binder: binds the HIV-1 gp120 antibody PG9; TR-FRET gp120-PG9 antibody binding; inhibition, % at 6.7 µM; 360,000 tested, 0.43% active; in the data active = inhibition above about 8.5%
# UHRF1 binding: blocks human UHRF1 binding to methylated DNA. AID 687016. Q96T88. UHRF1 binding to methylated oligo, TR-FRET. inhibition, % at 4.4 µM. 370,000 tested, 0.75% active; in the data active = inhibition above about 21%;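 also: UHRF1 SRA domain binding a hemimethylated CpG hairpin DNA probe; 0% = median of test compound wells and 100% = reference inhibitor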
# Target sequence (Q96T88 whole entry, looked up, the tested form may be a part): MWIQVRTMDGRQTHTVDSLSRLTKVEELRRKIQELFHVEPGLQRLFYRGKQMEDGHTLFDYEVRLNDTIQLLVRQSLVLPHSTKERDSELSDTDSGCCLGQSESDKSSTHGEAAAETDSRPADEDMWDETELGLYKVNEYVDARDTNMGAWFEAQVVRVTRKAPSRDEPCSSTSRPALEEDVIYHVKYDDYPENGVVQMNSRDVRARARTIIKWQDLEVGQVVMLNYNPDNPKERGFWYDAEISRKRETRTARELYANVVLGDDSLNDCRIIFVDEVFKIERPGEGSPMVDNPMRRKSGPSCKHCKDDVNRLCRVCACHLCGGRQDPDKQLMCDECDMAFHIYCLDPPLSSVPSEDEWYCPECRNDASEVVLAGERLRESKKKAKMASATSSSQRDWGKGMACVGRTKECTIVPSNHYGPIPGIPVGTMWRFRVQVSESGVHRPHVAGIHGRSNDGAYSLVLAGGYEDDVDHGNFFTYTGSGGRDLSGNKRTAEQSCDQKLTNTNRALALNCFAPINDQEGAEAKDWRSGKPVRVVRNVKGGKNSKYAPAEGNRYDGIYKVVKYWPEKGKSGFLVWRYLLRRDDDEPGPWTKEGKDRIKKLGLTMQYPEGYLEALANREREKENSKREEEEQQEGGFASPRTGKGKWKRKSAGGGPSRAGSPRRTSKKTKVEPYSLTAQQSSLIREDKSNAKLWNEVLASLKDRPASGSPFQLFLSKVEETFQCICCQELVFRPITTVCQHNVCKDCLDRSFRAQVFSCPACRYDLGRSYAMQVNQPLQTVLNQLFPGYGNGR
# mABHD4 FP: inhibitors of mouse ABHD4 | purified mABHD4, FP-Rh probe fluorescence polarization | Q8VD66 | inhibition, % at 8.92 µM | 370,000 tested, 0.54% active;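 active = inhibition exceeding the mean over every tested compound plus 3 SD, cut at about 30% in these data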;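 also: 0% = plate median of compound wells and 100% = S159A mutant with DMSO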
# Target sequence (Q8VD66 whole entry, looked up): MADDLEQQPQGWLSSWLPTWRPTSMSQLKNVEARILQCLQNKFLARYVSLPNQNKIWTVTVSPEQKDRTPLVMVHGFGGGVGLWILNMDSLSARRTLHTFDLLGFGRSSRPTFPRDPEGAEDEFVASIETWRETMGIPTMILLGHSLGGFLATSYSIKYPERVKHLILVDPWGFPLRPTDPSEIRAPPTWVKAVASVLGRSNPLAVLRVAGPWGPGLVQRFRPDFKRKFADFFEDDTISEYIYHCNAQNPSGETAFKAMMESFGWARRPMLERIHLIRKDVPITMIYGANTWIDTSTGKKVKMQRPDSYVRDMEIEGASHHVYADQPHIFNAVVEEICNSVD
#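 Doses – 8.92 µM, single dose · Material – wild-type mouse ABHD4 protein · Replication – single well per compound (singlicate) · Measure – percent inhibition of probe binding, normalized to plate controls · Schedule – 45 min compound pre-incubation plus 60 min probe step, 25 °C · Detection – fluorescence polarization with parallel and perpendicular emission, 525/598 nm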
# NR1D1 modulator: Rev-erb alpha (human) modulation. 370,000 tested, 0.79% active. Rev-erbα–FITC-DNA binding, fluorescence polarization, 90 min. activity, % at 10 µM. P20393;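 active = activity above about 14%, limit read from the data; passing the limit was not always enough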;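 also: 0% = DMSO wells with 35 nM protein and 100% = DMSO wells with 750 nM protein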
# An asterisk follows results filed as active; . = no result given.
1: O=C(CN1CCCC1)N1CCN(c2ccccc2)CC1
2: OC[C@H]1O[C@H](OCCc2ccc(O)cc2)[C@H](O)[C@@H](O)[C@@H]1O
3: CC(C)(C)SCCNC(=O)CN1C(=O)c2cccc3cccc1c23
4: COc1ccc(CCN2CC(O)=C(c3nc4ccccc4c(=O)[nH]3)C2=N)cc1OC
5: CC(=O)c1ccc(NC2c3ncccc3C(=O)N2Cc2ccc(F)cc2)cc1 (stereo not drawn)
6: Cc1ccc(C2=N/C(=C\N3CCCCC3)C(=O)O2)cc1
assay / entry	1	2	3	4	5	6
TCR CD3 inh	0	5	3	4	5	-2
PRMT1 inh	-2	-1	0	-1	-2	4
HTRA1 inhibitor	1	1	1	1	12	-3
rCAG binder	0	17	-3	3	1	2
LEDGF integ inh	3	6	-2	-3	6	1
MBD2 DNA inh	4	-3	-11	1	-7	-7
PG9 Ab binder	2.4	-5.0	-0.1	7.7	2.1	1.9
UHRF1 binding	-1	4	-3	1	-4	2
mABHD4 FP	-6	12	2	-2	-3	7
NR1D1 modulator	-2	1	-1	6	4	-17

# 5 compounds already listed, arranged by formula weight, lowest first.
6: Cc1ccc(C2=N/C(=C\N3CCCCC3)C(=O)O2)cc1
1: O=C(CN1CCCC1)N1CCN(c2ccccc2)CC1
2: OC[C@H]1O[C@H](OCCc2ccc(O)cc2)[C@H](O)[C@@H](O)[C@@H]1O
3: CC(C)(C)SCCNC(=O)CN1C(=O)c2cccc3cccc1c23
5: CC(=O)c1ccc(NC2c3ncccc3C(=O)N2Cc2ccc(F)cc2)cc1 (stereo not drawn)
assay / entry	6	1	2	3	5
TCR CD3 inh	-2	0	5	3	5
PRMT1 inh	4	-2	-1	0	-2
HTRA1 inhibitor	-3	1	1	1	12
rCAG binder	2	0	17	-3	1
LEDGF integ inh	1	3	6	-2	6
MBD2 DNA inh	-7	4	-3	-11	-7
PG9 Ab binder	1.9	2.4	-5.0	-0.1	2.1
UHRF1 binding	2	-1	4	-3	-4
mABHD4 FP	7	-6	12	2	-3
NR1D1 modulator	-17	-2	1	-1	4

# Back to the main list with the 2 entries that preceded the break.
5: CC(=O)c1ccc(NC2c3ncccc3C(=O)N2Cc2ccc(F)cc2)cc1 (stereo not drawn)
6: Cc1ccc(C2=N/C(=C\N3CCCCC3)C(=O)O2)cc1
7: O=C(N=Nc1c(O)[nH]c2ccccc12)c1ccco1
8: COc1ccc(OC)c(NC(=O)c2cnc3n(c2=O)CCS3)c1
9: CCOC(=O)Cn1nc(C)n(-c2ccccc2)c1=O
10: O=C(NCCO)c1ccc(-c2ccc3nncn3c2)cc1
11: CC(=O)N1CCN(c2ccc(NCc3ccc(Br)o3)cc2)CC1
12: Cc1cc(OCC(=O)OCC(=O)N2c3ccccc3NC(=O)C2(C)C)ccc1Cl
assay / entry	5	6	7	8	9	10	11	12
TCR CD3 inh	5	-2	-7	-5	10	4	3	8
PRMT1 inh	-2	4	7	1	1	-7	5	3
HTRA1 inhibitor	12	-3	2	9	2	.	29	-6
rCAG binder	1	2	6	6	-1	4	-2	13
LEDGF integ inh	6	1	-3	1	-1	4	28*	0
MBD2 DNA inh	-7	-7	-11	-3	0	-6	-5	3
PG9 Ab binder	2.1	1.9	-6.3	-0.4	-1.0	-0.7	-8.4	-1.1
UHRF1 binding	-4	2	-9	3	-2	-2	-3	1
mABHD4 FP	-3	7	-1	2	3	-3	38*	2
NR1D1 modulator	4	-17	-1	-2	-2	2	-4	-2

13: COC(=O)[C@]12C[C@H](CC(=O)NCC3CCCCC3)C(=O)N(CCc3ccc(OC)c(OC)c3)C1=C[C@H](C(C)(C)C)O[C@@H]2C
14: COCCCNC(=O)c1cc2cc(Br)ccc2oc1=O
15: Cc1ccc2nc(Cc3ccc(N)cc3)oc2c1
16: Cc1ccc(NC(=O)c2nc[nH]c2C(=O)N(C)Cc2ccccc2)cc1
17: CCOC(=O)CSc1nnc(Cc2cc(=O)[nH]c(=O)[nH]2)n1-c1cccc(OC)c1
18: CCCCCCCCNS(=O)(=O)/C=C/c1ccc(OC)cc1CNC(=O)OC(C)(C)C
assay / entry	13	14	15	16	17	18
TCR CD3 inh	4	0	-3	6	-5	.
PRMT1 inh	1	2	2	-2	4	-2
HTRA1 inhibitor	.	-3	-3	-15	8	.
rCAG binder	5	0	0	-6	-2	-1
LEDGF integ inh	-3	-1	-2	0	3	-5
MBD2 DNA inh	5	-2	-2	-5	0	-2
PG9 Ab binder	1.8	0.3	0.6	0.0	1.9	.
UHRF1 binding	23*	1	1	1	1	-4
mABHD4 FP	2	3	1	-10	4	-11
NR1D1 modulator	3	-3	6	0	0	-3

19: CN(c1ccc(OCC(=O)N2CCN(c3ccc(F)cc3)CC2)cc1)S(=O)(=O)c1cccs1
20: Cc1cc(NS(=O)(=O)c2ccc(NC(=O)/C=C/c3c(F)cccc3Cl)cc2)nc(C)n1
21: O=C(CSc1ccc(-c2cccc([N+](=O)[O-])c2)nn1)NCc1ccccc1
22: COc1ccc(NC(=O)Nc2cccc3c2O[C@@H](CN(C)S(=O)(=O)c2cn(C)cn2)[C@@H](C)CN([C@H](C)CO)C3=O)cc1
23: CCOC(=O)Nc1ccc2c(CN3CCN(S(=O)(=O)c4ccc(C(C)C)cc4)CC3)cc(=O)oc2c1
24: CCC1Oc2ccc(C)cc2N(CC(=O)NCCCN2CCCCC2C)C1=O (stereo not drawn)
assay / entry	19	20	21	22	23	24
TCR CD3 inh	5	3	3	6	-2	-2
PRMT1 inh	0	-3	0	-1	-3	-1
HTRA1 inhibitor	-5	-19	6	10	7	7
rCAG binder	1	43*	0	-3	5	-3
LEDGF integ inh	6	1	2	2	3	0
MBD2 DNA inh	-2	-2	0	0	-2	2
PG9 Ab binder	0.4	-2.6	-0.7	-0.9	-1.0	1.6
UHRF1 binding	1	1	0	0	0	-2
mABHD4 FP	0	-23	-2	8	1	-1
NR1D1 modulator	-2	-5	-3	8	-1	1

25: COc1ccc(S(=O)(=O)N(C(=O)C(C)C)c2ccc3oc(=O)sc3c2)cc1
26: COc1ccc(NC(=S)Nc2cc(C)[nH]n2)cc1Cl
27: COc1ccc(CC(=O)n2c(CC#N)nc3ccccc32)cc1OC
28: CSc1ccccc1C(=O)N(C)Cc1ccccc1
29: Cc1ccnc(NS(=O)(=O)c2ccc(NC(=O)c3cc(=O)c4ccccc4o3)cc2)n1
30: CCc1cccc(NC(=S)N(CCN(C)C)C2CCN(C(C)C)CC2)c1
assay / entry	25	26	27	28	29	30
TCR CD3 inh	-9	2	-1	5	2	3
PRMT1 inh	68*	15	0	9	1	-9
HTRA1 inhibitor	21	-1	-2	-6	6	7
rCAG binder	29	0	1	-4	9	-6
LEDGF integ inh	-6	1	-4	-1	2	3
MBD2 DNA inh	0	2	-3	4	4	-2
PG9 Ab binder	-0.9	1.1	-1.0	-2.0	-1.8	-2.7
UHRF1 binding	-2	0	0	6	-2	-2
mABHD4 FP	-27	1	5	1	-1	-2
NR1D1 modulator	-3	-2	-4	-3	-2	-2

31: CCCn1c(CN2CCN(C(=O)OCC)CC2)nc2cc(NC(C)=O)ccc21
32: Nc1nc(Nc2ccccc2)nc(NC2CCCCC2)c1[N+](=O)[O-]
33: COC(=O)c1cc(NC(=O)CN(c2ccccc2OC)S(=O)(=O)c2ccccc2)ccc1Cl
34: CCCCN1C(N)=NC[C@@H]1CCCCN
35: COC(=O)[C@H](Cc1ccccc1)NC(=O)N1CC(C)OC(C)C1 (stereo partly drawn)
36: C=CCN1C(=O)C2(c3ccccc31)C1CCCC=C1C(C#N)=C(N)C2(C#N)C#N (stereo not drawn)
assay / entry	31	32	33	34	35	36
TCR CD3 inh	9	-1	5	13	-4	2
PRMT1 inh	-1	-1	-2	-2	-2	4
HTRA1 inhibitor	2	-93	-47	2	3	-5
rCAG binder	-5	16	7	-1	1	3
LEDGF integ inh	3	-5	1	-1	-6	1
MBD2 DNA inh	2	-1	1	3	-7	-3
PG9 Ab binder	0.2	-1.4	-0.8	0.5	-0.1	-1.8
UHRF1 binding	0	2	-3	9	3	-6
mABHD4 FP	5	-30	-26	11	1	0
NR1D1 modulator	3	1	-2	-4	-8	0

37: CN1C(=O)c2ccccc2NC(=O)[C@]12O[C@@H]2c1cccc(O)c1
38: CC(C)c1ccccc1NC(=O)COC(=O)Cc1cccc(C(F)(F)F)c1
39: CCOC(=O)C1=C(C)N=c2s/c(=C\c3ccc(O)c([N+](=O)[O-])c3)c(=O)n2C1c1ccccc1OC (stereo not drawn)
40: CCOc1ccc(C(C)NC(=O)c2ccc3c(c2)NC(=O)C(C)S3)cc1OCC (stereo not drawn)
41: CC(Oc1ccccc1)C(=O)Nc1cccc(-c2nc3ccccc3[nH]2)c1 (stereo not drawn)
42: CCOc1ccccc1/C=N/OCC(=O)NCc1ccc(F)cc1
assay / entry	37	38	39	40	41	42
TCR CD3 inh	-2	7	-6	13	8	2
PRMT1 inh	7	1	5	-2	2	-4
HTRA1 inhibitor	4	-11	21	-5	-60	-13
rCAG binder	9	-8	52*	4	4	-8
LEDGF integ inh	2	-2	-2	-4	-4	5
MBD2 DNA inh	5	-6	0	5	-5	-4
PG9 Ab binder	-0.5	0.8	3.0	-0.4	-2.9	1.4
UHRF1 binding	4	0	7	-2	0	-1
mABHD4 FP	6	-1	37*	3	-103	-5
NR1D1 modulator	-2	-1	-2	-3	-3	8

43: COC(=O)c1ccc(COc2ccccc2OC)o1
44: COc1ncnc2c1ncn2CCCNC1CCN(Cc2ccccc2)CC1
45: NC(=O)c1ccsc1NC(=O)COC(=O)c1ccc([N+](=O)[O-])o1
46: O=C(Oc1ccc2c(c1)O/C(=C\c1ccncc1)C2=O)c1ccccc1
47: c1ccc(CCc2nn3c(-c4ccncc4)nnc3s2)cc1
48: O=C(NCc1ccco1)c1cc(S(=O)(=O)NC2CC2)ccc1Br
assay / entry	43	44	45	46	47	48
TCR CD3 inh	-1	8	7	0	-12	-1
PRMT1 inh	1	-4	8	13	-3	-1
HTRA1 inhibitor	2	-4	11	0	1	-2
rCAG binder	-3	-1	4	-2	2	3
LEDGF integ inh	-1	2	1	2	3	-2
MBD2 DNA inh	2	0	4	-3	1	2
PG9 Ab binder	-0.2	-2.2	0.1	0.8	-0.2	-1.8
UHRF1 binding	2	-2	1	-1	-7	-2
mABHD4 FP	1	7	-8	2	-3	-4
NR1D1 modulator	-4	-2	-6	-5	-4	-4

49: O/N=C\c1cccn1-c1ccc(Br)cc1
50: CCN(C(=O)c1cc2c(=O)n3ccccc3nc2n1CCCOC)C1CCCCC1
51: COc1ccc2c(=O)cc(C(=O)O)oc2c1
52: CCOC(=O)c1nnn(-c2nonc2OC)c1-c1ccccc1
53: Cc1ccc(S(=O)(=O)N2C[C@@H]3CCCC[C@@H]3[C@@H](C)[C@H]2c2cn(Cc3ccccc3)c3ccc(F)cc23)cc1
54: CC1=CC(C)(C)NC(=S)N1c1ccc(C)cc1
55: CCc1nc(SCC(=O)Nc2ccccc2C(=O)OC)n[nH]1
assay / entry	49	50	51	52	53	54	55
TCR CD3 inh	-2	12	2	0	2	-1	3
PRMT1 inh	-1	-2	-2	-4	0	1	-3
HTRA1 inhibitor	-5	1	1	-1	-4	-2	2
rCAG binder	4	-8	-1	0	4	-5	1
LEDGF integ inh	3	0	-1	2	0	21*	4
MBD2 DNA inh	4	-5	3	-2	0	1	-1
PG9 Ab binder	1.1	1.4	-0.5	1.3	-0.2	-0.4	2.0
UHRF1 binding	0	-5	-1	0	1	7	2
mABHD4 FP	7	-1	-3	-4	0	1	3
NR1D1 modulator	4	-1	4	-1	5	-1	-2

# A portion of the library. The share of hits here may be higher or lower than overall.
